sdo1 growth – compounds rescuing growth of sdo1-depleted yeast, bone marrow failure model; AID 817; hit rate 0.21% among 140,000; z-score at 10 µM; S. cerevisiae sdo1-depleted JHY4D growth rescue, OD600 30 h; active compounds read high; pdr5 snq2 efflux-pump mutant strain;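 active means z-score above 3 at both the 24 hr and the 30 hr optical density reads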;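 further: z-score against mean and SD of all compound wells on the same plate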
INS promoter inh – TRM-6 insulin promoter activity inhibition; TRM-6 cells (human fetal islet line), insulin promoter-eGFP reporter, imaging; reporter expression induced with tamoxifen; inhibition, % at 2 µM; hit rate 0.9% among 130,000; AID 1273;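 active means inhibition above the mean plus 3 SD, with well images judged a real hit on visual review, cut at about 60% in these data, passing the limit was not always enough; inconclusive means inhibition over the cutoff but images rejected on review; inactive means inhibition not above the cutoff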
sdo1 growth Rescue 24 h – recorded beside sdo1 growth, whose call it bears; z-score; S. cerevisiae sdo1-depleted JHY4D growth rescue, OD600; measured here: growth rescue at 24 h;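 0 is the plate mean of compound wells and units are plate SD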
An asterisk follows results filed as active; i = inactive; ? = inconclusive; / = not tested or not shown. The list is partial; count on the stated rates, not on these rows.

sdo1 growth	sdo1 growth Rescue 24 h	INS promoter inh	mol
0.62	0.71	-59	COC(=O)CCC/C=C1/SCC(NC(=O)c2ccccc2)C1O (stereo not given)
0.34	0.23	/	Cc1ccc2nsnc2c1S(=O)(=O)NCc1ccncc1
-1.3	-0.52	/	O=C(CSc1ncnc2scc(-c3ccccc3)c12)N1CCN(Cc2ccc3c(c2)OCO3)CC1
1	0.76	/	CCOC(=O)Nc1cc(=O)c2ccccc2o1
0.2	0.34	?	COC(=O)COc1ccc(S(=O)(=O)Nc2ccccc2SC)cc1
0.67	0.37	/	O=C(CSc1nnc(Nc2ccccc2)s1)NCc1cccs1
/	/	-2	O=Cc1cn(Cc2ccccc2)nc1-c1cccnc1
-0.79	0.31	19	CCOC(=O)c1nnn(-c2nonc2-n2cccc2)c1CCl
/	/	-17	C/C(=N/O)c1ccc(N2C(=O)C3C4C=CC(C3C2=O)C2C3C(=O)N(c5ccc(/C(C)=N/O)cc5)C(=O)C3C42)cc1 (stereo not given)
/	/	0	CC(C)(C)NC(=O)C(c1ccncc1)N(C(=O)Cn1nnc(-c2ccc(F)cc2)n1)c1ccccc1F (stereo not given)
-0.52	-1	/	C=CCn1c(NCCOC)nc2c1c(=O)n(C)c(=O)n2C
0.55	0.37	3	Cc1ccc(C)c(N(CC(=O)N(C)C)S(C)(=O)=O)c1
-0.66	-0.83	-86	O=C(NCC1CCCO1)c1cc(-c2ccc(Cl)cc2Cl)on1 (stereo not given)
/	/	25	CCOC(=O)C1=c2s/c(=C\c3ccncc3)c(=O)n2C(N)=C(C(=O)OC)C1c1ccncc1 (stereo not given)
/	/	-20	CCC(C)NC(=O)Cc1ccc(-c2ccccc2)cc1 (stereo not given)
-1.1	-0.86	21	Cc1[nH]c2ccccc2c1/C=C(\C#N)C(=O)NC(C)c1ccccc1 (stereo not given)
/	/	33	CC(=O)OCCN(C)c1cc(SC(C)C)c2nonc2c1[N+](=O)[O-]
-2.5	-2.3	8	COc1ccccc1C/C(N)=N/OC(=O)c1cccc([N+](=O)[O-])c1
1.2	1.1	18	Cn1c(CN2CCOCC2)nnc1SCC(N)=O
/	/	-6	O=C(Nc1ccccc1C(=O)N/N=C/c1ccncc1)c1ccccc1
0.64	0.25	/	CC1CCN(c2c(NCc3ccc(C(=O)N4CCc5ccccc54)cc3)c(=O)c2=O)CC1
0.48	2.9	-17	Cc1cccc(NC(=O)CSc2nnc(CCC(=O)Nc3ccc(C)c(Cl)c3)n2C)c1
-1.2	-0.79	/	Cn1nc(-c2ccc(Cl)cc2)c2cc(C(=O)N3CCN(C(=O)c4ccco4)CC3)sc21
-0.7	0.18	50	Cc1cc(NC(=O)c2ccc(S(=O)(=O)N(C)C)cc2)n(-c2ccccn2)n1
0.99	0.23	/	Cc1ccnc2c(N3C(=O)C4C5C=CC(C5)C4(C)C3=O)cccc12 (stereo not given)

Continued, overlapping the part above by 2 compounds.
sdo1 growth	sdo1 growth Rescue 24 h	INS promoter inh	mol
-0.7	0.18	50	Cc1cc(NC(=O)c2ccc(S(=O)(=O)N(C)C)cc2)n(-c2ccccn2)n1
0.99	0.23	/	Cc1ccnc2c(N3C(=O)C4C5C=CC(C5)C4(C)C3=O)cccc12 (stereo not given)
/	/	-172	CCOC(=O)N1CCN(C(=O)C2CCC(C(=O)N3CCN(C(=O)OCC)CC3)CC2)CC1 (stereo not given)
-0.43	-0.8	/	COc1ccc(N2CCN(Cc3nc(N)nc(Nc4ccccc4OC)n3)CC2)cc1
0.3	-0.07	/	C/C(=N\NC(=O)c1cccc(S(=O)(=O)Nc2cccc(Cl)c2)c1)c1cccs1
0.6	0.18	-475	COC(=O)C1=C(C)N(c2cccc(C(C)=O)c2)C(=O)C1
/	/	8	CSc1nc(=O)n2cc(C)ccc2n1
1.1	0.17	33	Cc1cccc(CSc2ncccc2C(=O)O)c1
-0.07	-0.5	-26	COc1ccc(S(=O)(=O)NCC(=O)O)cc1C(=O)NC1CCCCC1
-0.45	-1.1	3	C=CCSc1nc2c(c(=O)[nH]c(=O)n2C)n1C(C)C
1.3	0.47	/	COc1ccccc1C1N(c2cc(Cl)ccc2OC)C(=O)C2CCCN21 (stereo not given)
0.64	0.37	-71	COn1c(=S)[nH]c2ccccc2c1=O
0.61	0.19	-75	O=C(C[n+]1ccc(-c2nnc3n2CCC3)cc1)c1ccc(Cl)cc1
0.01	-0.72	-21	Cn1cnnc1SCCNS(=O)(=O)c1ccccc1
0.24	-0.01	22	COc1ccc(S(=O)(=O)Nc2ccccc2)cc1OC
0.01	0.11	-7	CN1CCN(/C=C2\SC(=S)NC2=O)CC1
-2.8	-1.7	29	Cc1cccc(NC(=O)Nc2cccc(C#N)c2)n1
-2	-1.6	/	O=C(CCCN1C(=O)/C(=C/c2cccs2)SC1=S)NNC(=O)c1ccc(F)cc1
0.3	-0.52	/	Cc1ccc(CNC(=O)c2ccc(CNc3c(N4CCCC4)c(=O)c3=O)cc2)cc1
1	0.86	-177	Cc1ccccc1CS(=O)(=O)CCC(=O)NCCCN1CCOCC1
/	/	-31	CSc1nsc(N/N=C/c2ccccc2)c1C#N
1.8	2.5	-15	Cc1ccc(-c2cc(N)on2)cc1
/	/	42	COc1ccc(Nc2c(-c3ccc(OC)cc3)nc3cnccn23)cc1
/	/	15	CN(C)S(=O)(=O)c1ccc(Cl)c(C(=O)Nc2nc3ccccc3[nH]2)c1
/	/	-78	CCCN1CNc2c(c(=O)[nH]c(=S)n2CCc2ccc(OC)c(OC)c2)C1
0.64	0.44	42	O=C(NCCCN=C1NS(=O)(=O)c2ccccc21)c1ccc(S(=O)(=O)N2CCCCC2)cc1
/	/	11	COC(=O)N/N=C/c1ccc(/C=N/NC(=O)OC)cc1

(further entries)
sdo1 growth	sdo1 growth Rescue 24 h	INS promoter inh	mol
-0.62	-1.3	47	CCCc1nnc(NC(=O)c2cccc(OC)c2)s1
-2.3	-0.74	-25	O=C(Nc1nc2ccccc2s1)C1CC(=O)N(c2ccc(Cl)cc2)C1 (stereo not given)
0.26	0.37	11	COc1cc(C(=O)NCc2nnc(SCC(=O)N3CCc4ccccc43)o2)cc(OC)c1OC
1.6	1.9	-11	Cc1ccccc1NC(=S)N(CCCN1CCOCC1)Cc1ccccn1
0.61	-0.39	28	COC(=O)CN(Cc1ccco1)S(=O)(=O)c1ccccc1
-0.45	-0.95	18	COCc1cc(C)nc2sc3c(=O)oc(C)nc3c12
-0.38	-1.3	-357	CC1CC(C)CN(CCCNC(=O)c2ccc3c(c2)NC(=O)C(N2CCCCC2)S3)C1 (stereo not given)
/	/	-85	CC(=O)Nc1ccc(NC(=O)CCCc2c[nH]c3ccccc23)cc1
2.5	3.2	/	CCOc1ccc(C2c3c(oc4ccccc4c3=O)C(=O)N2CCCN2CCOCC2)cc1OCC (stereo not given)
0.38	-0.17	/	COC(=O)C1CCN(c2cc(=O)n(-c3ccc(OC)cc3)c(=O)[nH]2)CC1
-0.97	-1.1	9	N#CCc1ccc(NS(=O)(=O)c2cccs2)cc1
-0.56	-0.51	8	CSc1nsc(SC)c1NC(=O)Nc1ccccn1
-2.3	-1.7	/	O=C(O)c1cc(-c2ccc(/C=N/Nc3ccc(Cl)cc3)o2)ccc1Cl
0.53	1.1	18	Cc1cn(C2CC3OCC3O2)c(=O)[nH]c1=O (stereo not given)
1.9	2.5	/	CC(C)CCNC(=O)Cn1cc2c(n1)CCCCC2
0.25	1.2	-18	COCCOc1cnn(-c2cc(Oc3ccc(C)cc3)ncn2)c(=O)c1Cl
-0.31	-0.69	-94	Cc1ccc(Cl)cc1NC(=S)NCc1cccn1C
-0.89	-1.8	-16	NNC(=O)c1ccc(O)cc1O
/	/	-43	O=C(CSc1ccsc1[N+](=O)[O-])NC1CCCC1
-1.1	-1.1	/	O=C(Cc1ccccc1)Nc1ccccc1N1CCN(c2ccccc2)CC1
-0.96	0.15	0	Cn1cc(Br)c(C(=O)NC2C3CC4CC(C3)CC2C4)n1 (stereo not given)
-0.01	-0.07	/	COc1cc(C2C(C#N)=C(N)Oc3n[nH]c(C)c32)cc2c1OCO2 (stereo not given)
0.1	-0.5	/	COc1ccc(/C=C/C(=O)C(C(N)=O)=C2SCCS2)cc1
-0.93	-1.5	23	Cc1sc2nc(CSc3ccccc3)nc(N3CCN(C)CC3)c2c1C
0.31	-0.29	59	COc1ccc(N2CC(C(=O)Nc3ccc(F)cc3F)CC2=O)cc1 (stereo not given)

Remaining list, next part
sdo1 growth	sdo1 growth Rescue 24 h	INS promoter inh	mol
-1.4	-0.6	19	COc1ccc(Oc2nc(C(F)(F)F)nc3ccccc23)cc1
-0.23	-0.33	20	Oc1ccccc1N1CCN(C(=S)NCCc2ccccc2)CC1
0.37	-0.23	1	COC(=O)[C@H](C)NC(=O)Nc1cccc(C(F)(F)F)c1
-1.1	0.33	-71	CCCn1nc(C(=O)N2CCc3ccccc3C2)c2ccccc2c1=O
1.3	1.5	45	CCOc1ccccc1C(=O)NCCC(=O)O
/	/	29	Nc1nnc(SCC(=O)OCC(=O)NC2CCCCC2)s1
0.81	-0.78	-17	CCOCCCNC(=S)Nc1ccc(S(N)(=O)=O)cc1
-0.31	-0.51	-12	COCC(C)NC(=O)c1ccc(N(C)C)cc1 (stereo not given)
-0.27	-0.01	/	CCN(CC)C(=O)c1sc(NC(=O)c2ccc(Br)o2)c(C(=O)OC)c1C
0.78	0.72	25	c1cnc(N2CCN(Cc3c[nH]c4ccccc34)CC2)nc1
0.55	-0.21	-19	Cc1ccc(S(=O)(=O)CC(C)N2CCOCC2)c(S(=O)(=O)CC(C)N2CCOCC2)c1 (stereo not given)
-0.54	-0.17	-28	O=C(c1ccccc1)N1N=C(c2ccccc2)CC1c1ccccc1[N+](=O)[O-] (stereo not given)
0.46	0.26	-343	O=C(NC1CCCCC1)C(c1cccnc1)N(C(=O)c1csnn1)C1CCCC1 (stereo not given)
-0.67	-0.05	45	O=C(O)c1ccc(COc2ccccc2/C=C2/NC(=O)N(c3cccc(Cl)c3)C2=O)cc1
-2.5	-0.53	-30	COc1cc2c(cc1OC)C(c1ccc(-c3cc(Cl)ccc3Cl)o1)=NCC2
-2	-0.45	-23	N/C(=N\OC(=O)c1cc(-c2ccccc2)nc2ccccc12)c1cccnc1
0.47	0.25	3	COCCCNC(=O)c1ccc2c(c1)CCN2S(C)(=O)=O
0.01	-0.04	25	COc1cccc(-n2c(C)nnc2SCC#N)c1
-1.1	-1.1	-73	O=S(=O)(c1cccc(-c2nn3c(-c4ccncc4)nnc3s2)c1)N1CCOCC1
-0.05	-0.5	/	COc1ccc(NC2c3ccccc3C(=O)N2c2cccnc2)cc1Cl (stereo not given)
0.34	0.56	i	O=C(NCc1ccc2c(c1)OCO2)c1nn2cccnc2c1Cl
0.81	-0.02	33	CN(c1ccc(C(=O)NCCC2=CCCCC2)cc1)S(C)(=O)=O
0.25	-0.21	0	Cc1cc(=O)n2nc(N3CCCC(C(=O)NCc4ccco4)C3)sc2n1 (stereo not given)
-0.29	-0.84	/	Nc1nc2n(n1)C(c1ccccc1Cl)CC(c1ccc(F)cc1)N2 (stereo not given)
0.24	-0.18	-9	CCOC(=O)C(NC(C)=O)(N1CCOCC1)C(F)(F)F (stereo not given)
-0.55	-0.78	30	COc1ccc(NCC(=O)Nc2ccc(C#N)cc2)cc1Cl
4*	3.8*	/	CCOC(=O)c1sc2nc3n(c(=O)c2c1C)CCC(C)CC3 (stereo not given)

17 entries from above, with tabs:
SMILES	sdo1 growth	sdo1 growth Rescue 24 h	INS promoter inh
COC(=O)CCC/C=C1/SCC(NC(=O)c2ccccc2)C1O (stereo not given)	0.62	0.71	-59
Cc1ccc2nsnc2c1S(=O)(=O)NCc1ccncc1	0.34	0.23	/
O=C(CSc1ncnc2scc(-c3ccccc3)c12)N1CCN(Cc2ccc3c(c2)OCO3)CC1	-1.3	-0.52	/
CCOC(=O)Nc1cc(=O)c2ccccc2o1	1	0.76	/
COC(=O)COc1ccc(S(=O)(=O)Nc2ccccc2SC)cc1	0.2	0.34	?
O=C(CSc1nnc(Nc2ccccc2)s1)NCc1cccs1	0.67	0.37	/
O=Cc1cn(Cc2ccccc2)nc1-c1cccnc1	/	/	-2
CCOC(=O)c1nnn(-c2nonc2-n2cccc2)c1CCl	-0.79	0.31	19
C/C(=N/O)c1ccc(N2C(=O)C3C4C=CC(C3C2=O)C2C3C(=O)N(c5ccc(/C(C)=N/O)cc5)C(=O)C3C42)cc1 (stereo not given)	/	/	-17
CC(C)(C)NC(=O)C(c1ccncc1)N(C(=O)Cn1nnc(-c2ccc(F)cc2)n1)c1ccccc1F (stereo not given)	/	/	0
C=CCn1c(NCCOC)nc2c1c(=O)n(C)c(=O)n2C	-0.52	-1	/
Cc1ccc(C)c(N(CC(=O)N(C)C)S(C)(=O)=O)c1	0.55	0.37	3
O=C(NCC1CCCO1)c1cc(-c2ccc(Cl)cc2Cl)on1 (stereo not given)	-0.66	-0.83	-86
CCOC(=O)C1=c2s/c(=C\c3ccncc3)c(=O)n2C(N)=C(C(=O)OC)C1c1ccncc1 (stereo not given)	/	/	25
CCC(C)NC(=O)Cc1ccc(-c2ccccc2)cc1 (stereo not given)	/	/	-20
Cc1[nH]c2ccccc2c1/C=C(\C#N)C(=O)NC(C)c1ccccc1 (stereo not given)	-1.1	-0.86	21
CC(=O)OCCN(C)c1cc(SC(C)C)c2nonc2c1[N+](=O)[O-]	/	/	33
